Bioassay records (PubChem)
FXIIa inh – blocks human coagulation factor XIIa protease activity. P00748. purified FXIIa, Boc-QGR-AMC fluorogenic substrate, 2 h. inhibition, % at 5 µM. actives 0.3% (n = 220,000). AID 800; in the data active = inhibition above about 40%;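 note: 0% = enzyme with no compound and 100% = blank without enzyme; many of its hits are not listed in these tables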
TNF death inh – blocks TNF-alpha induced death of Jurkat FADD-/- cells; Jurkat FADD-/- TNF necroptosis rescue, ATP luminescence, 24 h; 0 = TNF only, 100 = no-TNF cells; activation (protection from cell death), % at 10 µM; actives 0.068% (n = 220,000);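 active = activation, meaning protection from cell death, of at least 50% relative to plate controls; inactive = activation below 50%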;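 note: necroptosis triggered by 40 ng/mL TNF-alpha added together with compound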
L929 necroptosis – L929 zVAD cell death inhibition. L929 zVAD necroptosis rescue, ATP luminescence, 24 h; with zVAD 60 µM. viability rescue, % at 10 µM. actives 0.38% (n = 220,000);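 active = activation, scaled between plate controls, above about 75%, limit read from the data; inactive = activation under that limit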;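 note: 0% = zVAD with DMSO and 100% = DMSO alone without zVAD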
KCC2 mod – modulates chloride dependent transport by human KCC2; Q9H2X9; KCC2 cells, thallium flux FluoZin-2 fluorescence; actives 2.2% (n = 190,000); B-score of Tl+ flux slope (higher = more flux/activation; lower = inhibition) at 10 µM;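 active = thallium flux slope and its plate-corrected score both differing from the plate sample mean at a set confidence after two filtering rounds, in either direction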;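 note: slope of fluorescence scaled to starting intensity during 10 to 20 s after thallium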
FXIa inh – inhibitors of human coagulation factor XIa; purified FXIa, Boc-Glu-Ala-Arg-AMC fluorogenic substrate; inhibition, % at 5 µM; actives 0.14% (n = 220,000); AID 798;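 active = inhibition of at least 40%; inactive = inhibition below 40%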;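 note: fluorescence of freed AMC excited at 355 nm; 0% = enzyme without compound and 100% = no enzyme blank; many of its hits are not listed in these tables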
KLK5 inh – kallikrein 5 (human) inhibition; actives 0.59% (n = 210,000); AID 873; inhibition, % at 5 µM; Q9Y337; recombinant hK5, fluorogenic AMC substrate cleavage;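 active = inhibition of 40% or more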;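 note: 0% = enzyme controls without compound and 100% = no-enzyme blanks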
Target sequence (Q9Y337 67-293 limits assumed): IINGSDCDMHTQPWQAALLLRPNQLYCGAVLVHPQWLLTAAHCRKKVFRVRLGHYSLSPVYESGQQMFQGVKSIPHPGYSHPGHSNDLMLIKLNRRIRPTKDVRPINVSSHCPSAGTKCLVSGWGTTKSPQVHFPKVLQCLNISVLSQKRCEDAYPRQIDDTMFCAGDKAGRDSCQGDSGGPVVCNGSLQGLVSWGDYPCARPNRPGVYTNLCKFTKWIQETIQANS
Rad51 HR inh – blocks human Rad51 in homologous recombination. hRad51 DNA strand exchange, fluorescence dequenching. AID 1385. Q06609. actives 0.085% (n = 200,000). inhibition, % at 10 µM;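 active = inhibition above 40% at the single screening dose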;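 note: 0% = DMSO control wells and 100% = blanks with heterologous ssDNA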
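Test system – preformed human Rad51 ssDNA filaments · Reagent – Donor/quencher-labelled 47-bp dsDNA substrate · Incubation – 37 °C 15-min filament assembly, 30-min compound preincubation, 15-min exchange · Signal – FRET fluorescence dequenching, excitation 485 nm, emission 520 nm · Read-out – percent inhibition from fluorescence, normalised to plate control and blank means · Benchmarks – plate control and blank wells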
Thrombin inh – blocks human thrombin protease activity | P00734 | alpha-thrombin, Boc-VPR-AMC fluorogenic substrate cleavage | inhibition, % at 5 µM | actives 0.26% (n = 220,000) | AID 1046;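 active = inhibition at or above 40%; inactive = inhibition below 40%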;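 note: 0% = enzyme with no compound and 100% = wells without enzyme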
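System: Human alpha-thrombin protein | Medium: pH 7.5 Tris (50 mM) with NaCl 150 mM, Tween 20 0.05% | Times: Enzyme reaction carried out at room temperature | Detection: AMC fluorescence, 355/460 nm | Evaluation: Percent inhibition scaled between no-compound controls and no-enzyme blanks | Benchmarks: Enzyme without compound as high, wells lacking enzyme as low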
Hck-Nef inh – blocks Nef-activated human Hck kinase; P08631; Recombinant Hck-YEEI plus Nef, Z-Lyte FRET kinase assay; inhibition, % at 20 µM; actives 0.68% (n = 220,000); AID 463187;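 active = Hck-Nef kinase inhibition above about 50%, limit read from the data; inactive = inhibition below that limit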;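 note: 0% = DMSO with Hck plus Nef and 100% = Hck alone without Nef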
Target sequence (P08631 whole entry, looked up): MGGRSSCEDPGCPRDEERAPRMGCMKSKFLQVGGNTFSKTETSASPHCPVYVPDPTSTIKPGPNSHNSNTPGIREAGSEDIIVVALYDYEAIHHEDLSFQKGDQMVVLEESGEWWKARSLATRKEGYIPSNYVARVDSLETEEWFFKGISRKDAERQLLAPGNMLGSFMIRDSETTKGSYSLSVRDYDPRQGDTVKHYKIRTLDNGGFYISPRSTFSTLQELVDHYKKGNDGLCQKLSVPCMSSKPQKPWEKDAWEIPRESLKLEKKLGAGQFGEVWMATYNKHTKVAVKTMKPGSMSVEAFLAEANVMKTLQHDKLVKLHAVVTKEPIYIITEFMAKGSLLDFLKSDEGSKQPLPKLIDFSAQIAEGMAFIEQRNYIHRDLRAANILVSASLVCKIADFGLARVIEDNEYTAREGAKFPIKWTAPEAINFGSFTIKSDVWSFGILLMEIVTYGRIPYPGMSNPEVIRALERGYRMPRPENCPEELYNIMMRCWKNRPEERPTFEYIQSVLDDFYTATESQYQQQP
Active calls of the source: *; x = no result given. This is a subset, so the mix of outcomes need not match the whole.

entry	canonical_smiles	KCC2 mod	FXIa inh	Rad51 HR inh	TNF death inh	L929 necroptosis	FXIIa inh	Thrombin inh	KLK5 inh	Hck-Nef inh
1	C=CCn1c(SCc2c(C)noc2C)nc2sc3c(c2c1=O)CCC(C)C3 (stereo not drawn)	-0.0055	10	-3	-13	-0.1	-30	4	7	-3
2	O/N=C(\COc1ccccc1O)c1ccccc1	x	2	6	-2.0	1.1	10	-3	3	-1
3	O=C(c1ccco1)N1CCN(Cc2nc3cc(Cl)ccc3c(=O)[nH]2)CC1	-0.16	-6	-38	0.5	1.6	10	2	-4	22
4	Cc1ccc(S/C=C\C(=O)c2ccccc2)cc1	0.023	2	2	-8.2	0.4	10	1	5	1
5	CCSc1nc2ccc(OC)cc2cc1C#N	0.39	10	-8	-0.7	0.3	18	3	-1	4
6	S=C1Nc2ccccc2Sc2ccc(Cl)cc21	16*	12	4	0.4	0.4	5	31	67*	-1
7	Cc1nn(-c2ccc(F)cc2)c(C)c1CN1CCN(CCC(C)C)C(CCO)C1 (stereo not drawn)	x	3	14	-0.2	-1.4	11	3	x	20
8	CCCn1nc2cc(C(=O)NCCc3ccc(C)cc3)ccc2c1OCC	-0.73	-6	-3	0.0	1.1	2	-6	7	0
9	CCOC(=O)c1c(NC(=O)C2C3CCC(O3)C2C(=O)O)sc(C)c1-c1ccc(F)cc1 (stereo not drawn)	x	-8	-1	-1.2	0.0	-4	-2	0	2
10	CCC1CCCCN1CCNS(=O)(=O)c1ccc2c(c1)oc(=O)n2C (stereo not drawn)	0.86	15	2	0.4	1.1	18	2	4	20
11	COc1cc(OC)c(-c2noc(C(=O)OC(C)(C)C)c2C(=O)OC(C)(C)C)c(OC)c1	-0.079	6	7	0.6	0.2	10	-4	-19	6
12	CCCOC(=O)CSc1nnc(-c2cc(OC)c(OC)c(OC)c2)o1	0.0066	-7	-2	0.7	4.0	6	-22	-50	0
13	CSc1nccc(Oc2ccc(C#N)cc2)n1	-0.59	-4	-6	0.2	0.1	5	-5	-24	3
14	Cc1cc(C)n2nc(CC(=O)NCc3ccc(F)cc3)nc2n1	-0.41	5	x	1.4	0.8	8	-8	-29	1
15	Cc1cccc2nc(Cn3c(=O)n(CCC(=O)NCc4ccco4)c(=O)c4sccc43)cc(=O)n12	-0.64	0	2	2.0	2.1	-2	-3	-14	-2
16	Cn1c(=O)c2c(nc(Oc3ccc4c(c3)OCO4)n2Cc2ccc(Br)cc2)n(C)c1=O	0.66	0	x	0.0	0.0	6	-6	1	30
17	O=C(NCc1cccc(C(F)(F)F)c1)c1cc(Cl)cc(Cl)c1	0.86	-4	2	0.1	-0.1	18	0	2	-2
18	CS(=O)(=O)N(CC(=O)NCc1ccc2c(c1)OCO2)c1cccc(Cl)c1	-0.43	34	-16	2.8	-2.6	27	25	27	10
19	COc1ccc(NC(=O)COC(=O)CCNS(=O)(=O)c2ccc(Cl)cc2)cc1	-0.49	-4	43*	8.7	0.3	4	-3	-2	22
20	Cc1cc(C)c2c(N)c(C(=O)c3ccc(Cl)cc3)sc2n1	0.95	15	12	-5.6	0.0	8	-8	-15	5
21	COc1ccc(Cn2c(CCC(=O)Nc3ccccc3OC)nc3cccnc32)cc1	-0.95	-1	-3	0.8	1.2	6	-11	0	28
22	O=C(/C=C/c1ccccc1)NCCSCc1ccccc1Cl	-3.8*	0	-9	-1.0	0.1	10	3	0	0
23	COc1cc(C=O)c(Br)cc1OCC(=O)NCc1ccccc1	-1.1	6	0	-0.1	7.5	7	-3	-4	20
24	COCc1nnc(N)s1	-0.1	7	-1	-3.4	-0.2	19	-2	-14	-1
25	COc1cccc(C(=O)NC2CCN(C(=O)N3c4ccccc4Sc4ccccc43)CC2)c1	x	1	10	-6.9	1.3	12	1	-8	-1

Additional results
entry	canonical_smiles	KCC2 mod	FXIa inh	Rad51 HR inh	TNF death inh	L929 necroptosis	FXIIa inh	Thrombin inh	KLK5 inh	Hck-Nef inh
26	O=C(Cn1c(CO)nc2ccccc21)NCCc1ccccc1	-1.3	-1	19	0.8	8.7	7	-12	-4	23
27	COc1ccc(-n2c(SCc3cn4c(C)cccc4n3)nc3ccccc3c2=O)cc1OC	-0.37	-5	1	-6.0	-2.0	9	-8	-2	-1
28	Cc1ccc(S(=O)(=O)N2CCC(C(=O)N[C@@H](Cc3ccccc3)C(=O)O)CC2)cc1	-0.4	-8	-4	0.2	0.1	-12	-8	-21	1
29	O=S(=O)(Nc1ncn[nH]1)c1ccc2ccccc2c1	-0.43	-12	4	0.2	0.6	-2	-6	-1	5
30	CCN1CCN(C(=O)c2cc3cc4cc(OC)ccc4nc3s2)CC1	0.47	3	x	5.1	40	12	-1	-20	3
31	CCn1c(CSCc2ccc(C)cc2)nnc1SCC(=O)N1CCN(c2ccccc2)CC1	-2.6	-4	2	-0.3	0.7	3	0	-2	-21
32	Cc1nnc(SCC(=O)Nc2cc(C(C)(C)C)nn2-c2ccccc2)s1	-0.057	5	-1	3.7	1.8	9	-15	-19	-4
33	COc1cc(/C=N\NC(=O)C2COc3ccccc3O2)cc(OC)c1O (stereo not drawn)	0.56	-6	7	2.2	0.2	1	-4	-3	20
34	COc1ccc(C(C(=O)NC2CCCCC2)N(CC2CCCO2)C(=O)CNC(=O)c2ccco2)cc1 (stereo not drawn)	0.64	-7	-2	0.5	0.9	2	-3	-3	-1
35	CS(=O)(=O)C1=NSC2=NC(=O)/C(=C\c3ccc(-c4ccccc4)o3)C(=N)N21	-2	9	-3	-0.1	2.1	19	6	-15	-1
36	CCN(CC)c1ccc(/C=N/NC(=O)C(O)c2ccccc2)cc1 (stereo not drawn)	0.0022	1	2	-0.1	8.7	11	-1	4	34
37	COc1ccc(C(=O)c2ccc(CC(=O)O)s2)cc1	1.2	-2	8	0.0	1.2	7	-2	0	-19
38	C=CCNC(=S)NNC(=O)C(CCC(C)C)CC(C)O (stereo not drawn)	-1.4	1	4	0.6	0.0	9	-3	-1	1
39	COc1cccc(C2=Nn3c(nnc3-c3ccccc3O)SC2)c1	x	-4	0	-0.7	0.1	-8	-4	-1	2
40	COc1ccc2[nH]c3c(N4CC(C)OC(C)C4)ncnc3c2c1 (stereo not drawn)	x	6	2	0.6	0.4	2	3	5	-1
41	COc1cc(C(=O)N2CCN(S(=O)(=O)c3cccs3)CC2)cc(OC)c1C	0.015	-1	19	3.4	6.6	5	1	7	10
42	Cc1nonc1OCCn1c([N+](=O)[O-])cnc1C	0.27	-2	3	0.1	2.2	7	-1	-2	18
43	Cc1nc(C)c(C(=O)NCc2ccc(Cl)cc2)o1	x	0	9	-0.7	-0.7	10	-5	-15	0
44	COc1ccc([N+](=O)[O-])cc1N(CC(=O)NC1CCCCC1)S(C)(=O)=O	0.063	-8	13	0.8	0.4	0	-7	-12	-2
45	Cc1nn(C)c(-c2n[nH]c(=S)n2Cc2ccco2)c1Cl	0.37	3	x	0.0	0.0	10	0	-8	1
46	Cc1ccc(OCCOc2ccc(Br)cc2)c([N+](=O)[O-])n1	x	7	4	1.8	0.4	14	2	-9	5
47	O=C(CSCc1ccccc1Cl)NN=C1CCCCCC1	x	-3	-5	-0.7	0.3	18	28	18	0
48	Cc1cccc(CN2CCN(c3ccccn3)CC2)c1	-0.38	x	-7	-0.4	0.7	x	x	x	1
49	O=C(c1ccc([N+](=O)[O-])c(CS(=O)(=O)c2ccc(Cl)cc2)c1)N1CCCC1	0.78	1	-6	0.4	-0.8	-8	-5	-7	28
50	CCC(C)NC(=O)C1CCN(C(=O)N(C)C)CC1 (stereo not drawn)	x	4	12	0.1	0.9	15	-3	-10	1

(next part)
entry	canonical_smiles	KCC2 mod	FXIa inh	Rad51 HR inh	TNF death inh	L929 necroptosis	FXIIa inh	Thrombin inh	KLK5 inh	Hck-Nef inh
51	CCOC(=O)N1CCN(C(=O)CN(c2cccc(C(F)(F)F)c2)S(C)(=O)=O)CC1	x	3	-6	0.0	0.4	11	1	-10	0
52	CCOC(=O)C(C(=O)NCCCN1CCOCC1)C1CCCCC1 (stereo not drawn)	0.76	2	-7	-2.3	-0.4	7	-2	-7	6
53	CCS(=O)(=O)N1CCN(C(=O)CC(C)C)CC1	x	1	7	-0.7	0.6	5	4	-9	-1
54	COc1ccc2[nH]c(CN3CCC(CO)(CCOc4ccccc4)CC3)c(C)c2c1	0.18	-4	-2	9.2	3.5	2	-7	-4	22
55	COC(=O)c1cc(C(=O)OCC(=O)Nc2cc(C)on2)cc([N+](=O)[O-])c1	0.73	-14	-20	-2.3	0.8	4	-4	24	-2
56	COc1ccc(Cc2nc(C(=O)Nc3ccc(OC)cc3)cs2)cc1	x	2	5	-1.8	0.3	5	-4	-32	3

Shown in transposed form: 12 of the compounds above
#42 Cc1nonc1OCCn1c([N+](=O)[O-])cnc1C
#43 Cc1nc(C)c(C(=O)NCc2ccc(Cl)cc2)o1
#44 COc1ccc([N+](=O)[O-])cc1N(CC(=O)NC1CCCCC1)S(C)(=O)=O
#45 Cc1nn(C)c(-c2n[nH]c(=S)n2Cc2ccco2)c1Cl
#46 Cc1ccc(OCCOc2ccc(Br)cc2)c([N+](=O)[O-])n1
#47 O=C(CSCc1ccccc1Cl)NN=C1CCCCCC1
#48 Cc1cccc(CN2CCN(c3ccccn3)CC2)c1
#49 O=C(c1ccc([N+](=O)[O-])c(CS(=O)(=O)c2ccc(Cl)cc2)c1)N1CCCC1

assay / entry	42	43	44	45	46	47	48	49
KCC2 mod	0.27	x	0.063	0.37	x	x	-0.38	0.78
FXIa inh	-2	0	-8	3	7	-3	x	1
Rad51 HR inh	3	9	13	x	4	-5	-7	-6
TNF death inh	0.1	-0.7	0.8	0.0	1.8	-0.7	-0.4	0.4
L929 necroptosis	2.2	-0.7	0.4	0.0	0.4	0.3	0.7	-0.8
FXIIa inh	7	10	0	10	14	18	x	-8
Thrombin inh	-1	-5	-7	0	2	28	x	-5
KLK5 inh	-2	-15	-12	-8	-9	18	x	-7
Hck-Nef inh	18	0	-2	1	5	0	1	28

#50 CCC(C)NC(=O)C1CCN(C(=O)N(C)C)CC1 (stereo not drawn)
#51 CCOC(=O)N1CCN(C(=O)CN(c2cccc(C(F)(F)F)c2)S(C)(=O)=O)CC1
#52 CCOC(=O)C(C(=O)NCCCN1CCOCC1)C1CCCCC1 (stereo not drawn)
#53 CCS(=O)(=O)N1CCN(C(=O)CC(C)C)CC1

assay / entry	50	51	52	53
KCC2 mod	x	x	0.76	x
FXIa inh	4	3	2	1
Rad51 HR inh	12	-6	-7	7
TNF death inh	0.1	0.0	-2.3	-0.7
L929 necroptosis	0.9	0.4	-0.4	0.6
FXIIa inh	15	11	7	5
Thrombin inh	-3	1	-2	4
KLK5 inh	-10	-10	-7	-9
Hck-Nef inh	1	0	6	-1
